# TROY NFkB inh = blocks TROY-dependent signaling in reporter cells. Q293 LMP1-TROYcd NF-kB luciferase reporter, 4 h. inhibition, % at 10 µM. 0.98% of 360,000 active. AID 1347056;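 active = compounds whose plate-normalised and pattern-corrected inhibition of the luciferase reporter signal at the single screening dose is 50% or more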
# Granule exo inh = blocks lytic granule exocytosis. TALL-104 LAMP-1 surface exposure, flow cytometry; cells stimulated with thapsigargin and PMA. inhibition, % at 10 µM. 0.66% of 360,000 active. AID 651702;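 active = inhibition above about 55%, limit read from the data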
# TWEAK-Fn14 inh = inhibitors of TWEAK-Fn14 interaction signaling. inhibition, % at 10 µM. 2% of 360,000 active. TWEAK-stimulated Fn14 reporter cells, luciferase luminescence, 8 h; in the data active = inhibition above about 50%
# NOD2-RIPK2 inh = NOD2-RIPK2 protein interaction inhibition | CHO BLA complementation NOD2-RIPK2, CCF4 ratio | inhibition, % at 4.98 µM | 0.38% of 360,000 active | AID 624267; in the data active = inhibition above about 21%;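 also: 0% = vehicle only and 100% = reference blocker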
# Target sequence (O43353 whole entry, looked up): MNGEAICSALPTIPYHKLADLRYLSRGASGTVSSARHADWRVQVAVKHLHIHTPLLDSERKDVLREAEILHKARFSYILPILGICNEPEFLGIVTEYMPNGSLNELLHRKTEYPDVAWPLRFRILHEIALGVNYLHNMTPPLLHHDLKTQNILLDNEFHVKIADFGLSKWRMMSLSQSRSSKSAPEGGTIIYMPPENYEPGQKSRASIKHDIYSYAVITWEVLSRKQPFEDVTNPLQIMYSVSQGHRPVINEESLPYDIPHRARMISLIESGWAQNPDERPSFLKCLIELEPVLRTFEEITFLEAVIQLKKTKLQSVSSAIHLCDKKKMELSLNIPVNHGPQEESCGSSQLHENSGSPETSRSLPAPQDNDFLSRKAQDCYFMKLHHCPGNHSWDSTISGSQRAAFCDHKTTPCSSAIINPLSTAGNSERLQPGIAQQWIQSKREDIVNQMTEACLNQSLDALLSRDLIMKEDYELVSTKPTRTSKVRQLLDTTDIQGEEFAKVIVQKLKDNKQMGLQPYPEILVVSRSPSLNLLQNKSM
# TLR9-MyD88 inh = TLR9-MyD88 interaction inhibition; Q9NR96+Q99836; CHO BLA complementation TLR9-MyD88, CCF4 FRET ratio; inhibition, % at 4.98 µM; 0.21% of 340,000 active; AID 504734;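 active = inhibition above the mean over all tested compounds plus 3 SD, cut at about 21% in these data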;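 also: 0% = DMSO only wells and 100% = clavulanate BLA inhibitor control wells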
# SRC1 inh = inhibitors of human steroid receptor coactivator 1 (SRC1). Q15788. HEK293 GAL4-SRC1 luciferase reporter, luminescence. inhibition, % at 3.6 µM. 0.12% of 360,000 active. AID 588354;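 active = inhibition above the campaign mean plus 3 SD, with each screening campaign given its own cutoff, cut at about 60% in these data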;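 also: 0% = DMSO treated cells and 100% = gossypol at 36 µM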
# SRC3 inh = human NCOA3 inhibition; Q9Y6Q9; 0.17% of 360,000 active; HEK293 GAL4-SRC3 luciferase reporter, luminescence; inhibition, % at 3.6 µM;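 active = inhibition above a per-campaign cutoff, the mean of all compounds plus 3 SD, cut at about 60% in these data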;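 also: 0% = DMSO-treated cells and 100% = gossypol-treated cells at 36 µM; higher means less SRC3-driven luciferase light from the GAL4 reporter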
# NR2F2 inh = inhibitors of human COUP-TFII (NR2F2); HEK293T NGFI-A luciferase reporter, luminescence; 0.7% of 370,000 active; inhibition, % at 8.6 µM; P24468; AID 686940;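 active = inhibition above a per-plate cutoff, mean inhibition of test wells between control levels plus 3 SD, cut at about 38% in these data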;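 also: cells cotransfected with COUP-TFII expression vector driving the NGFI-A reporter; 0% = median of COUP-TF2 test wells and 100% = reporter-only cells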
# Target sequence (P24468 whole entry, looked up): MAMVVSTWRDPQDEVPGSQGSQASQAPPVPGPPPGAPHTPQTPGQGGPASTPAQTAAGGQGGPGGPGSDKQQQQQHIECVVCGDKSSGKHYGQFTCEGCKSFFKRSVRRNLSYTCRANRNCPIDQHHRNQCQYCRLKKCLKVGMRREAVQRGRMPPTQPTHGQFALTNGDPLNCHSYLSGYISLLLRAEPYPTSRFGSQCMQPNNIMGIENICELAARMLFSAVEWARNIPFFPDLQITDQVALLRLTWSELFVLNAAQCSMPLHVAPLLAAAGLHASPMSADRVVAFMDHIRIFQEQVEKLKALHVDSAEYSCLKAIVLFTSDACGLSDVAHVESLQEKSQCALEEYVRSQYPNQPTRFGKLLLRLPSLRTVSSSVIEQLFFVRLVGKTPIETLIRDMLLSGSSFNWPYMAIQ
# ABHD5 PLIN5 PPI = blocks binding of human ABHD5 to perilipin-5; Split G. princeps luciferase complementation, luminescence, 4 h; inhibition, % at 4 µM; AID 602281; 0.78% of 360,000 active;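 active = inhibition above the mean inhibition across every tested compound plus 3 SD, cut at about 22% in these data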;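 also: 0% = DMSO only wells and the 100% control is not disclosed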
# SRC2 inh = inhibits human steroid receptor coactivator 2; 0.17% of 370,000 active; HEK293 GAL4-SRC2 luciferase reporter, luminescence; inhibition, % at 9 µM;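 active = inhibition above the mean inhibition of all tested compounds plus 3 SD, set per campaign, cut at about 52% in these data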;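 also: 0% = DMSO treated cells and 100% = cells given Gossypol at 36 µM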
# LRH-1 inv ag = suppresses constitutive activity of human LRH-1; HEK293T StAR-luciferase reporter, LRH-1 transfected, 24 h; inhibition, % at 3.6 µM; 0.13% of 360,000 active; AID 602396;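 active = inhibition above the mean inhibition of all tested compounds plus 3 SD, cut at about 73% in these data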;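 also: 0% = DMSO wells and 100% = reporter-only cells lacking LRH-1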
# Numbers without * were called inactive; . = not tested or not shown. The list is partial; the hit share may differ from the screen's.
SMILES,TROY NFkB inh,Granule exo inh,TWEAK-Fn14 inh,NOD2-RIPK2 inh,TLR9-MyD88 inh,SRC1 inh,SRC3 inh,NR2F2 inh,ABHD5 PLIN5 PPI,SRC2 inh,LRH-1 inv ag
O=C1CC(N2CCSCC2)C(=O)N1c1ccc(Br)cc1 (stereo not given),14,0,-2,-4,8,-4,24,-7,-1,25,7
CC[C@H](C)[C@H](NC(=O)c1ccc(Cl)cc1)C(=O)OCC(=O)c1ccc2c(c1)NC(=O)CO2,0,3,-17,3,3,7,-3,8,-4,4,7
O=C1CSC(=NC2CCCCC2)N1,.,-3,-3,0,-8,3,11,2,-32,7,11
O=C(COC(=O)Cn1nc(-c2ccccc2)oc1=O)Nc1ccc(F)cc1,-18,-4,-6,3,10,-10,-27,-2,-8,-12,2
Cc1ccc(Nc2nc(CSc3nnc(-c4ccccc4C)n3C)cs2)cc1,24,12,1,2,-8,-27,-8,-14,-2,-19,-23
Nc1ncnc2c1ncn2[C@@H]1O[C@H](CNCc2c(OCc3ccccc3F)ccc3ccccc23)[C@@H](O)[C@H]1O,-10,-3,-23,4,-8,-13,10,-4,9,-18,14
Cc1ccc(C(c2nnnn2CC2CCCO2)N2CCN(c3cccc(C)c3C)CC2)cc1 (stereo not given),-7,4,-4,4,-18,10,-6,12,3,-17,-1
CCOc1ccc(NS(=O)(=O)c2ccc(C(=O)NCCN3CCOCC3)cc2)cc1,0,6,8,-10,-5,8,-11,-16,17,-24,-20
Cc1ccc(C)c(NC(=O)C2CCCN2C(=O)NC2CCCCC2)c1 (stereo not given),4,0,-5,1,-3,1,5,-1,-3,3,2
N=c1c2c(-c3ccccc3)c(-c3ccccc3)n(Cc3ccco3)c2ncn1CCCO,-26,44,-3,11,.,43,48,-4,9,7,16
CC(OC(=O)CNC(=O)C12CC3CC(CC(C3)C1)C2)C(=O)Nc1ccc(S(N)(=O)=O)cc1 (stereo not given),-7,0,-2,-12,3,1,3,-1,2,-8,-6
CC(=O)C1=C(O)C(=O)N(C)C1c1ccccc1F (stereo not given),10,5,-1,-19,-3,-3,13,2,2,-8,10
CCOC(=O)N1CCN(c2c(NCc3ccccn3)c(=O)c2=O)CC1,-5,-4,-18,-5,4,-31,-4,-15,7,-1,5
C=CCN1C(=O)CS/C1=N\S(=O)(=O)c1ccc(Cl)cc1,4,0,16,-4,-1,-9,3,18,-3,-16,8
CC(=O)N1N=C(c2cccc([N+](=O)[O-])c2)OC1c1ccc(Cl)cc1Cl (stereo not given),-26,-1,0,0,-16,-10,-5,-4,-4,-17,-7

# Given with each value named: part of the list above.
O=C1CSC(=NC2CCCCC2)N1
  TROY NFkB inh: .	Granule exo inh: -3	TWEAK-Fn14 inh: -3	NOD2-RIPK2 inh: 0	TLR9-MyD88 inh: -8	SRC1 inh: 3	SRC3 inh: 11	NR2F2 inh: 2	ABHD5 PLIN5 PPI: -32	SRC2 inh: 7	LRH-1 inv ag: 11
CCOc1ccc(NS(=O)(=O)c2ccc(C(=O)NCCN3CCOCC3)cc2)cc1
  TROY NFkB inh: 0	Granule exo inh: 6	TWEAK-Fn14 inh: 8	NOD2-RIPK2 inh: -10	TLR9-MyD88 inh: -5	SRC1 inh: 8	SRC3 inh: -11	NR2F2 inh: -16	ABHD5 PLIN5 PPI: 17	SRC2 inh: -24	LRH-1 inv ag: -20
C=CCN1C(=O)CS/C1=N\S(=O)(=O)c1ccc(Cl)cc1
  TROY NFkB inh: 4	Granule exo inh: 0	TWEAK-Fn14 inh: 16	NOD2-RIPK2 inh: -4	TLR9-MyD88 inh: -1	SRC1 inh: -9	SRC3 inh: 3	NR2F2 inh: 18	ABHD5 PLIN5 PPI: -3	SRC2 inh: -16	LRH-1 inv ag: 8

# The listing continues.
SMILES,TROY NFkB inh,Granule exo inh,TWEAK-Fn14 inh,NOD2-RIPK2 inh,TLR9-MyD88 inh,SRC1 inh,SRC3 inh,NR2F2 inh,ABHD5 PLIN5 PPI,SRC2 inh,LRH-1 inv ag
COc1ccc(OC)c2c1sc(=NC(=O)C(C)(C)C)n2C,19,3,-3,-2,-4,4,-22,4,-5,14,6
O=C1CSC2(C(=O)N3CCCc4cccc2c43)N1c1cccc(C(F)(F)F)c1 (stereo not given),11,1,-2,-7,6,-7,16,.,-2,.,-18
Cc1c(C(=O)NCc2cccc(C(F)(F)F)c2)sc(=O)n1Cc1ccc(F)cc1,4,-5,-13,3,.,-13,13,-5,-12,-26,18
CCOc1ccc(Br)cc1C(=O)N/N=C/c1c[nH]c2ccccc12,9,22,4,-5,-6,11,-7,14,7,2,33
N#Cc1ccc(NC(=O)COC(=O)CNC(=O)C2CCCCC2)cc1,1,-3,-2,-21,-9,-6,-10,-16,-1,-12,13
COc1ccccc1N(C)c1cc2c(c3c1ccn3C)C1CCC2O1 (stereo not given),13,1,6,-7,.,6,-12,11,-27,17,18
O=C(/C=C/c1ccco1)Nc1ccc(Oc2ccccc2)cc1,-8,2,40,0,1,-87,-72,13,6,0,-50
O=C(CSc1ccc2c(c1)OCCO2)Nc1ccc(Br)cn1,-42,-2,18,-3,-11,-11,15,-10,-14,3,-5
C=CCn1c(SCC(=O)Nc2cccnc2Cl)nnc1-c1ccc(Cl)cc1,15,-9,12,-2,-10,16,25,2,1,6,10
O=C(O)C[C@H]1c2cc(C(F)(F)F)ccc2S(=O)(=O)N1Cc1ccccc1,6,17,-24,-6,-3,-7,11,-15,-3,-18,-2
Cc1cc(C(O)c2ncc(-c3ccc(Oc4ccccc4)cc3)[nH]2)ccc1F (stereo not given),33,2,29,7,.,-12,0,3,-14,11,-6
CCOC(=S)NC(=O)c1sc2ccccc2c1Cl,0,-4,-8,0,-15,2,14,-8,-8,-12,-13
COc1ccc(-n2c(COc3ccc4c(c3)OCO4)nnc2SCC(=O)O)cc1,0,-2,3,2,-3,0,21,15,2,7,3
CC(=O)Oc1ccc(-c2csc(Nc3cccc(C)n3)n2)cc1,-6,0,-12,-8,5,-65,-74,-32,-11,-36,-85
COc1ccc(OC)c(-c2csc(NC(=O)Cc3cc(OC)c(OC)c(OC)c3)n2)c1,24,44,18,6,3,-15,-2,30,-1,14,-17
COc1ccc(OC)c(NC(=O)c2cccnc2Sc2cc(C)ccc2C)c1,-9,0,5,-8,9,11,23,-7,10,5,10
COc1ccc(N(C(=O)C(C)C)S(=O)(=O)c2ccc3ccccc3c2)cc1,14,8,7,-11,-12,-3,-7,5,-3,-18,-17
CCOC(=O)Cc1csc(NC(=O)COc2cccc(C)c2)n1,18,-11,-3,0,6,-23,6,5,-9,20,-9
NC(N)=NN=C(c1ccc(F)cc1)c1ccc(C(F)(F)F)cc1,17,57*,56*,9,4,12,22,-67,3,-2,12
Cc1ccc2nc(-c3ccccc3)cc(C(=O)O)c2c1,-7,-2,11,-7,-2,-27,-1,12,-4,-21,7
CN(Cc1cccc(F)c1)C(=O)CSc1nnnn1C1CC1,-13,-3,2,-18,-4,-4,14,-13,-3,4,7
COc1ccccc1NC(=O)CCN1C(=O)c2ccccc2C1=O,9,12,0,0,-13,9,22,-9,9,0,-22
O=C(N/N=C\c1ccc([N+](=O)[O-])o1)C1COc2ccccc2O1 (stereo not given),12,-3,-2,0,1,30,39,44*,-5,62*,45
CCOCCCNC(=O)Cn1cnc2sc(C)c(S(=O)(=O)N3CCN(c4ncccn4)CC3)c2c1=O,0,-1,15,-2,-6,8,14,6,1,17,-26
Cc1ccc(N(C)C(=O)c2ccc(CNc3c(N4CCC(C)CC4)c(=O)c3=O)cc2)cc1,7,5,22,-23,-4,2,-3,-20,-3,1,5
Cc1cc(C)cc(NC(=O)CCOc2ccccc2)c1,-30,-9,-9,6,0,-11,4,4,3,-15,-2
CCOC(=O)c1sc(NC(=O)Nc2cccc(Cl)c2)cc1C,31,10,75*,2,1,-48,-24,-33,-7,-33,-94
NCC(c1ccco1)c1c[nH]c2ccccc12 (stereo not given),-15,12,-3,10,-11,0,-9,8,-4,3,4
COc1ccccc1C1(O)C(=O)Nc2ccccc21 (stereo not given),-12,6,16,9,0,13,1,9,-1,-9,2
O=C(OC1CCOC1=O)c1ccc(Cl)c(S(=O)(=O)N2CCOCC2)c1 (stereo not given),9,-1,9,8,6,-9,-11,5,-13,-5,-1
Cc1ccc(S(=O)(=O)N2CCC(C(=O)NCCN3CCOCC3)CC2)cc1C,-15,-7,-24,-3,4,-3,0,11,3,4,-8
COCCCn1c(SCC(=O)NC2CCCC2)nnc1-c1cccs1,12,8,7,-1,12,-1,-3,-2,-3,12,1
Cc1ccc(NC(=O)c2ccc(C(C)(C)C)cc2)cc1-n1cnnn1,-1,-4,0,9,8,-7,0,9,-6,3,-8
O=C(COc1ccc(Cl)cc1Cl)Nc1ccc(-c2ccc(N3CCOCC3)nn2)cc1,-22,2,-74,0,-7,-36,-12,9,-5,17,-6
COCCNC(=O)CCc1c(C)nc2c(c(C)nn2-c2ccc(C)cc2)c1C,-4,5,2,-7,-14,-2,8,9,3,14,4
COc1ccc(N2CC(NC(=O)NC(C)(C)C)CC2=O)cc1 (stereo not given),9,0,11,-5,4,5,6,12,-3,5,6
COc1ccccc1CNC(=O)CCS(=O)(=O)c1ccc2c(c1)CC(C)N2C(=O)C1CC1 (stereo not given),-8,4,1,-6,-4,-5,13,-2,-2,-15,11
COc1cc(OC)cc(C(=O)Nc2ccc(N(C)C)c3ccccc23)c1,15,3,9,1,3,5,22,3,-9,-47,-24
CCN(C(=O)CSc1nnnn1C)C1CCCCC1,18,-8,-10,-2,-7,-8,12,3,-9,10,-10
Cc1cccc(CCNS(=O)(=O)c2cc3c(cc2C)NC(=O)CO3)c1,-1,-2,6,4,7,0,4,-4,2,-8,13
CCCCSc1nnc(-c2cc3c(C(F)(F)F)nn(C)c3s2)n1C,14,-2,4,-14,4,-7,3,12,-7,10,-7
O=C(Nc1nc2c(F)c(F)c(F)cc2s1)c1ccco1,-62,-12,-1,-6,2,-52,-42,-27,6,-48,-57
CCCCN(C(=O)C1=NN(c2ccccc2)C(=O)CC1)c1c(N)n(CCC)c(=O)[nH]c1=O,-2,-2,8,-1,-4,-7,6,9,10,22,3
O=C1CC(N2CCN(c3ccc(O)cc3)CC2)C(=O)N1c1ccc2c(c1)OCO2 (stereo not given),4,-6,4,-7,-3,-33,-1,10,5,-8,5
Cc1c(Cl)cnc(NC(=O)COC(=O)C(NC(=O)c2ccco2)C(C)C)c1Cl (stereo not given),8,2,8,-8,4,-6,-15,3,0,9,-1
CCOc1ccc(NC(=S)N(CCOC)C(C)c2cccnc2)cc1 (stereo not given),-2,5,0,-5,1,-11,6,2,0,2,-5
COc1ccc(C(OC(=O)c2ccco2)C(=O)NCC2CCCO2)cc1 (stereo not given),3,1,3,-1,6,-4,-3,7,1,-32,8
O=C(CN(Cc1ccccc1)S(=O)(=O)c1ccc(F)cc1)NCCC1=CCCCC1,0,0,8,9,0,6,5,5,0,-2,5
CCCC(C(=O)O)N1C(=O)/C(=C/c2cccn2C)SC1=S (stereo not given),-5,-3,14,4,2,-8,21,-3,-1,2,6
O=C(NCc1ccccc1)c1cccc(NS(=O)(=O)c2cccc3cccnc23)c1,-6,-13,-17,-2,-12,-18,25,11,1,10,12
O=C(CN1C(=O)C2CCCCC2C1=O)N1CCN(c2ncccn2)CC1 (stereo not given),-8,3,-11,-6,-2,-6,6,-3,-10,-5,-3
COC(=O)NCc1ccc(CNC(=O)OC)cc1,0,-4,0,-4,4,-7,-1,-9,5,-38,15

# Screens: PubChem, several laboratories
